Compound activity as filed in PubChem.
GAA inhib: blocks human lysosomal alpha-glucosidase | P10253 | purified human GAA, 4-MU-alpha-glucoside fluorescence | Potency, µM (titrated, usually from 76.9 µM), for the others: at the highest dose activity change, negative = inhibition, hits mostly inhibitors | 200,000 tested, 0.005% active | AID 1466;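 further: plate controls were uninhibited enzyme wells for no effect and no-enzyme background for full effect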
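Read-out is 4-methylumbelliferone fluorescence (Ex 365/Em 440 nm) after NaOH/glycine stop at pH 10. Enzyme 4 nM, substrate 400 uM, pH 5.0 citrate buffer, 20 min room temperature; AC50 from Hill-equation concentration-response.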
GAA spleen mod: inhibits or activates alpha-glucosidase in human spleen homogenate | AID 2112 | P10253 | 240,000 tested, 0.006% active | Potency, µM (series often up to 79.9 µM), inactives show top-dose activity change, negative = inhibition, usual class: inhibitors | human spleen homogenate, 4-MU-alpha-glucoside fluorescence;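 further: 0% = enzyme with vehicle and -100% = no enzyme basal signal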
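AC50 values come from Hill-equation fits of concentration-response data, normalized to no-enzyme and full-activity controls. Enzyme source: 1 ug human spleen homogenate; 1 mM fluorogenic 4-MU glucoside, pH 5.0 citrate buffer, 37 C, 40 min.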
GoLoco inh red: inhibitors of human Gai1-RGS12 GoLoco interaction (red fluorophore) | P63096 | Gai1:RGS12 GoLoco peptide FP, rhodamine, 10 min | Potency, µM (titrated, usually from 61.6 µM), without a hit: at the highest dose activity, negative = inhibition, hits mostly inhibitors | 230,000 tested, 0.44% active; active means well fitted inhibition curve with a large enough effect, not every such curve was filed as active; inactive means no such curve, though single readings can be large or run the other way; further: on the % scale 0 is the no-effect control and ±100 the full control effect; nearly all actives have a fitted effect of over 30% in size; many of its hits are not listed in these tables
Target sequence (P63096 whole entry, looked up): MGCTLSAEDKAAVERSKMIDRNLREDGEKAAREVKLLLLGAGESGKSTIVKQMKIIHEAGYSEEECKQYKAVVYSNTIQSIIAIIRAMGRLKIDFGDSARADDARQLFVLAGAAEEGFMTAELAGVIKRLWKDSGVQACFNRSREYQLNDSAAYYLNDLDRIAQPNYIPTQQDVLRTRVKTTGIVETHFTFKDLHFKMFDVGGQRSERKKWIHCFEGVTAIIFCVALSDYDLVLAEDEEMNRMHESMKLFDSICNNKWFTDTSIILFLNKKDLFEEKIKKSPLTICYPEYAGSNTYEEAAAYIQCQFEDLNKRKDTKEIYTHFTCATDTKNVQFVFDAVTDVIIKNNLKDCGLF
ALDH1A1 block: ALDH1A1 (human) enzyme inhibition | Purified ALDH1A1, NADH fluorescence, propionaldehyde substrate | 220,000 tested, 7.3% active | AID 1030 | P00352 | Potency, µM (titrated, usually from 75.3 µM), for the others: top-dose activity, negative = inhibition, usual class: inhibitors; active means well fitted inhibition curve with a large enough effect, not every such curve was filed as active; inconclusive means small, poorly fitted or top-dose-only effect, or another doubt; inactive means no such curve, though single readings can be large or run the other way;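 further: plate controls were no enzyme wells and a reference inhibitor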
Target sequence (P00352 whole entry, looked up): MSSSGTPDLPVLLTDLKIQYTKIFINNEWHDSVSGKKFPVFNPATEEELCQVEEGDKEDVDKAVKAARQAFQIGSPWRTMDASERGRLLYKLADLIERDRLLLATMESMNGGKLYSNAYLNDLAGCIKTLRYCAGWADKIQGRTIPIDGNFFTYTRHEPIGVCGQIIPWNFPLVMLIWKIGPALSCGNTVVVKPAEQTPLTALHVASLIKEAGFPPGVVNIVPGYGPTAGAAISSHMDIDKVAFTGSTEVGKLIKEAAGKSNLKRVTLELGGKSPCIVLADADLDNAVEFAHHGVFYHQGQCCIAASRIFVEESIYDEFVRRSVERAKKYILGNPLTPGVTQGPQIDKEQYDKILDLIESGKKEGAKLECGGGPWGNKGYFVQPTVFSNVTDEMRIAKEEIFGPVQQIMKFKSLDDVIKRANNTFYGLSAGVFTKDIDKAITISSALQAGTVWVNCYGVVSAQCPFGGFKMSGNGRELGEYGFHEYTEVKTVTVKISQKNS
KDM4E inh: blocks human JMJD2E demethylase activity. B2RXH2. 230,000 tested, 1.6% active. JMJD2E catalytic domain, FDH-coupled NADH fluorescence (FDH is formaldehyde dehydrogenase). Potency, µM (top dose mostly 57.1 µM), for inactives: top-dose activity change, negative = inhibition, hits mostly inhibitors. AID 2147; active means well fitted inhibition curve with a large enough effect, not every such curve was filed as active; inconclusive means small, poorly fitted or top-dose-only effect, or another doubt; inactive means no such curve, though single readings can be large or run the other way;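 further: 0% = wells with enzyme and -100% = buffer wells without enzyme; nearly all actives have a fitted effect of over 50% in size; many of its hits are not listed in these tables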
aGal spleen mod: inhibitors or activators of human alpha-galactosidase in spleen homogenate | P06280 | human spleen homogenate, 4MU-alpha-Gal fluorescence, 40 min | Potency, µM (titrated, usually from 80 µM), for the others: at the highest dose activity change, negative = inhibition, actives largely listed as inhibitors | 240,000 tested, 0.008% active | AID 2107;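 further: 0% = enzyme with vehicle and -100% = no enzyme basal signal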
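qHTS titration in buffer at pH 5.0. Alpha-galactosidase activity in spleen homogenate was measured via 4-methylumbelliferone release from 1 mM fluorogenic substrate after 40 min at 37C and a pH 10 stop. AC50 came from Hill fits of control-normalized data.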
SMN2 splice up: SMN2 splice variant enhancement; HEK293 SMN2-luciferase splicing reporter, luminescence, 30-36 h; Potency, µM (top dose mostly 46.1 µM), inactives show top-dose activity change, positive = activation, most hits filed as activators; 210,000 tested, 2.8% active; AID 1458; further: % of control where 0% means no effect; nearly all actives have a fitted effect of over 55% in size
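HEK293 cells carry an SMN2 minigene-luciferase reporter in which exon 7 inclusion puts luciferase in frame. Cells were seeded at 2000 cells/well, attached for 10-12 hours, then exposed to compounds for 30-36 hours at 37C before ONE-Glo luminescence.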
GAA glycogen mod: inhibitors or activators of human alpha-glucosidase glycogen cleavage. recombinant GAA, glycogen substrate, Amplex Red glucose oxidase fluorescence. Potency, µM (top dose mostly 76.4 µM), without a hit: at the top dose activity change, negative = inhibition, hits mostly inhibitors. P10253. AID 2100. 300,000 tested, 0.38% active;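 further: 0% = full enzyme reaction and -100% = no-enzyme basal signal; the screen sought inhibitors and activators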
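qHTS, 1536-well; enzyme 4 nM final; cpd up to 77 uM; substrate bovine liver glycogen 30 ug; 50 mM citrate/phosphate pH 5.0, 0.01% Tween-20; 37 C, 40 min; Amplex Red detection 45 min RT; Hill fit → AC50.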
Numbers without * were called inactive; ? = inconclusive; . = no result given; & = joins results of further samples; [ ] = dose if it differs, or a comment. Unless noted, the call rests on the fitted dose curve; in most records, active means well fitted curve in the direction sought with a large enough effect; inconclusive means small, poorly fitted or top-dose-only effect, or another doubt; inactive means no such curve, though single readings can be large; an effect the other way counts as inactive or inconclusive. Potency means the concentration at half of the fitted maximal effect. The list is partial (hit frequency here may not be typical).

cpd	SMILES	GAA inhib	GAA spleen mod	GoLoco inh red	ALDH1A1 block	KDM4E inh	aGal spleen mod	SMN2 splice up	GAA glycogen mod
1	Cc1csc(N/N=C/c2ccc(O)c([N+](=O)[O-])c2)n1	-7%	-8%	-18%	?	-23%	-4%	18%	26%
2	Clc1ccc(-c2cc(-c3ccccn3)on2)c(Cl)c1	-7%	-1%	6%	17%	3%	-2%	.	2%
3	CC1CN(CCCCOc2ccc(C(C)C)cc2)CC(C)O1 (configuration not stated)	-3%	-2%	-6%	-9%	?	-2%	3%	3%
4	CS/C(=N\S(=O)(=O)c1cccs1)Nc1cccc(Cl)c1C	-5%	1%	5%	?	6%	0%	-8%	-8%
5	CC(C)CC(OC(=O)c1cccs1)C(=O)NCC1CCCO1 (configuration not stated)	-3%	-6%	8%	12%	6%	-6%	-5%	5%
6	Cc1ccccc1CNC(=O)c1ccccc1N	0%	7%	4%	?	?	10%	6%	5%
7	CC1(C)CC(=O)C2=C(C1)N(C1CCCCC1)C(=O)C2(O)C(F)(F)F (configuration not stated)	-1%	2%	4%	?	11%	6%	-4%	-11%
8	CSc1nc(C)nc(C2CC2)c1C#N	-7%	-2%	4%	-10%	-15%	-6%	.	7%
9	N#CCC(=O)N/N=C/c1ccc(SCC(=O)Nc2ccccc2)o1	-1%	-4%	24%	?	-17%	8%	-16%	-9%
10	CC1=CCC2C(=O)N(c3cccc(C(=O)N(C)C4CCCCC4)c3)C(=O)C2C1 (configuration not stated)	-14%	-4%	4%	13%	4%	-9%	11%	-8%
11	CCCCNC(=O)Cc1c(O)c2ccccc2[nH]c1=O	0%	7%	14%	?	?	2%	-4%	1%
12	Cc1cc(C)cc(NC(=S)Nc2ccc(Cl)c(Cl)c2)c1	-9%	3%	11%	?	9%	4%	9%	?
13	O=C(NCCCN1CCOCC1)c1ccc(CS(=O)(=O)Cc2ccc(Cl)cc2)o1	-1%	-1%	13%	8%	-7%	-5%	-4%	4%
14	O=C(/C=C/c1ccco1)NCc1ccco1	.	0%	-1%	.	-20%	2%	.	2%
15	C/C(=C\c1cc(C(=O)O)c(C)o1)CO	-9%	-5%	-3%	6%	4%	1%	9%	4%
16	Cc1ccc(NC(=O)C2CCN(C(=O)NC3CCCCC3)CC2)cc1	0%	-10%	2%	4%	?	-21%	8%	6%
17	CN(CC(=O)Nc1sc2c(c1C#N)CCCCC2)Cc1nc2ccccc2c(=O)[nH]1	-12%	-18%	21%	?	4%	2%	-43%[inhibitor]	0%
18	Cc1ccccc1-n1c(SCC(=O)c2c(N)n(C)c(=O)n(C)c2=O)nc2sc3c(c2c1=O)CCCC3	-3%	0%	18%	?	-7%	8%	-7%	-12%
19	Cc1cccc(C2c3[nH]c4ccccc4c3CCN2Cc2ccc(C)s2)n1 (configuration not stated)	.	-1%	1%	1%	-7%	0%	.	-15%
20	O=C(CN1C(=O)/C(=C\c2ccc(F)cc2)Oc2ccccc21)NCc1ccco1	10%	-4%	-2%	?	?	-2%	29%	-3%
21	Cn1c(=O)c(-c2ccc(F)cc2)nc2cncnc21	.	9%	6%	-15%	.	1%	-13%	.
22	CCN(CC)CCN(C(=O)c1ccc(C(C)=O)cc1)c1nc2ccc(Cl)cc2s1	-3%	-7%	2%	-3%	4%	-6%	-22%	5%
23	COc1cc(NC(=O)COC(=O)c2ccccc2F)cc(OC)c1	1%	-6%	4%	-2%	-13%	10%	-4%	-8%
24	CC1CCN(S(=O)(=O)c2ccc(S(=O)(=O)NCc3cccnc3)cc2)CC1	14%	-4%	12%	-3%	-4%	-8%	-6%	9%

Some of the entries so far, field by field:
(18) Cc1ccccc1-n1c(SCC(=O)c2c(N)n(C)c(=O)n(C)c2=O)nc2sc3c(c2c1=O)CCCC3
  GAA inhib: -3%
  GAA spleen mod: 0%
  GoLoco inh red: 18%
  ALDH1A1 block: ?
  KDM4E inh: -7%
  aGal spleen mod: 8%
  SMN2 splice up: -7%
  GAA glycogen mod: -12%
(19) Cc1cccc(C2c3[nH]c4ccccc4c3CCN2Cc2ccc(C)s2)n1 (configuration not stated)
  GAA inhib: .
  GAA spleen mod: -1%
  GoLoco inh red: 1%
  ALDH1A1 block: 1%
  KDM4E inh: -7%
  aGal spleen mod: 0%
  SMN2 splice up: .
  GAA glycogen mod: -15%

The results go on:
cpd	SMILES	GAA inhib	GAA spleen mod	GoLoco inh red	ALDH1A1 block	KDM4E inh	aGal spleen mod	SMN2 splice up	GAA glycogen mod
25	Cc1ncc(C[n+]2csc(CCOC(=O)CC3C4CC5CC(C4)CC3C5)c2C)c(N)n1 (configuration not stated)	-1%	4%	4%	?	-2%	10%	1%	-8%
26	Cc1cccc(OCCc2c(C)[nH]c(=S)[nH]c2=O)c1	3%	9%	-6%	18µM*	7%	8%	-26%	-11%
27	Cc1ccc(OCC(=O)N2CCN(C(=O)Cc3ccccc3)CC2)cc1	-3%	-4%	9%	-10%	11%	0%	-6%	-8%
28	COP(=O)(OC)c1nc(-c2cccc3ccccc23)oc1NCc1ccccc1	?	?	-1%	?	?	?	2%	-23%
29	CCCc1cc(=O)[nH]c(SCC(=O)Nc2nc(-c3ccccc3)cs2)n1	-8%	-6%	10%	-11%	-5%	-5%	11%	-1%
30	Cc1ccc(C2=[N+]([O-])C3(CCCCC/C3=N\NC(N)=O)N(O)C2(C)C)o1 (configuration not stated)	11%	-5%	-2%	16%	-5%	-2%	-6%	?
31	CCCCC(CC)C(=O)NCc1ccccc1OC (configuration not stated)	-1%	5%	-1%	7%	1%	8%	-8%	-14%
32	CSc1nc2ccc(NC(=O)CSc3nnc(N)s3)cc2s1	0%	0%	16%	-8%	-3%	1%	9%	3%
33	Oc1c(C=Nc2ccccc2Cl)[nH]c2ccccc12	.	0%	34%[activator]	.	?	6%	.	-9%
34	O=C(O)c1cccc(N/N=C/c2cccs2)c1	-3%	0%	7%	-10%	-6%	0%	0.14µM*	-2%
35	COc1c(Cl)ccc(Cl)c1C(=O)OCC(=O)O	-10%	5%	2%	22µM*	6%	-2%	11%	6%
36	O=C1N=C(N2CCOCC2)SC1=C1CCCCC1	2%	6%	-24%	2µM*	12%	14%	?	-17%
37	COc1cc(/C=N/NC(N)=O)cc(Br)c1OCc1ccccc1C	-1%	4%	9%	3%	3%	7%	-5%	8%
38	Cc1ccc(C2(C)NC(=O)N(Cc3c(C)noc3C)C2=O)cc1 (configuration not stated)	-1%	6%	2%	4%	-1%	-1%	20%	3%
39	CN1CCN(Cc2cn(C)nc2-c2ccccc2F)CC1c1ccccc1 (configuration not stated)	-6%	-6%	-12%	-4%	-9%	5%	.	11%
40	CCOc1ccccc1C(=O)Nc1ccccc1-c1ccccc1	-17%	4%	2%	?	-15%	3%	2%[1.84 µM]	9%
41	Cc1ccc(SCC(=O)Nc2ccccc2C(=O)O)cc1	-15%	0%	0%	13%	8%	1%	?	0%
42	O=C1NC(=O)c2cc(Nc3ccc(F)cc3)c(Nc3ccc(F)cc3)cc21	.	1%&1%	12%	9%	.	-5%&8%	.	.
43	CC(=O)N1N=C(C)CC1c1ccc(O)cc1 (configuration not stated)	-1%	-2%	8%	8%	8%	3%	4%	-4%
44	O=C(CCn1c(=O)sc2ccccc21)NCc1ccc2c(c1)OCO2	2%	-2%	-6%	?	1%	0%	6%	3%
45	CCOC(=O)c1oc2ccc(Br)cc2c1NC(=O)CN1CCN(C)CC1	-3%	-18%	-2%	?	-21%	10%	?	-10%
46	CCOC(=O)N1CCC(=NNc2nc(C)cc(=O)[nH]2)CC1	-2%	-3%	-9%	7%	-30%	4%	.	-6%
47	O=C(O)C/C=C(\NC(=O)OCc1ccccc1)C(=O)OCc1ccccc1	-6%	-5%	-12%	0.28µM*	-7%	0%	-36%	-5%
48	Cc1ccc(OCCCC(=O)Nc2nccs2)cc1	-7%	2%	12%	-15%	-4%	5%	2%	-5%
49	O=c1c2c(nc3cc(-c4ccccc4)[nH]n13)CCC2	-1%	-3%	14%	?	?	1%	11µM*	2%
50	CC1CCC(C(=O)c2c(O)c3ccccc3oc2=O)CC1 (configuration not stated)	?	4%	4%	-5%	?	3%	-37%[inhibitor]	-9%
51	CCOC(=O)C1(Cc2ccccc2)CCCN(C2CCCC2)C1 (configuration not stated)	?	-3%	14%	6%	?	-3%	.	4%
52	COC(=O)c1ccccc1NC(=O)CSc1nnc(-c2cccnc2)n1C	4%	6%	2%	5%	-15%	8%	-18%	3%
53	CCOc1ccc(N(Cc2cc3cc(OC)ccc3[nH]c2=O)S(C)(=O)=O)cc1	-5%	-2%	1%	?	?	7%	-7%	-2%
54	CNC(=O)CSc1nc(SC)ns1	1%	.	-7%	?	-1%	4%	0%	-6%
55	COc1c(C)c2c(c(O)c1C/C=C(\C)CCC(=O)O)C(=O)OC2	.	5%	5%	-9%	?	4%	0.4µM*	.
56	CCN(CC)C(=O)c1ccc(Oc2ccc([N+](=O)[O-])cc2Cl)cc1	4%	4%	2%	?	-4%	0%	-13%	29%
57	Clc1ccc(-n2ncc3c(NCc4ccc5c(c4)OCO5)ncnc32)cc1	-2%	0%	-7%	?	?	2%	-14%	-2%
58	O=C(Nc1nnc(SCC(=O)N2CCOCC2)s1)c1ccccc1	6%	7%	7%	-7%	-7%	9%	14µM*	0%
59	COc1ccc(N2CCN(C(=O)CN(c3ccccc3)S(=O)(=O)c3ccc(OC)cc3)CC2)cc1	-5%	-2%	6%	-11%	2%	-4%	-18%	-5%
60	CCOC(=O)c1c(C)n(C)c2ccc(OC)c(NC(=O)CN3CCN(C(=O)c4ccco4)CC3)c12	-3%	1%	-7%	7.9µM*	-13%	-7%	-12%	-2%
61	CN1CCN(c2ncc3nc(-c4ccccc4)c(=O)n(C4CC4)c3n2)CC1	.	28%	-10%	?	.	?	.	.
62	Cn1c(=O)c(-c2cccs2)nc2cnc(OCc3ccccc3)nc21	.	-7%	-1%	?	.	6%	.	.
63	CCOC(=O)CN1Cc2cccc(C(=O)O)c2C1=O	-2%	-7%	-1%	13%	-21%	-6%	1%	-2%
64	O=c1[nH]c2cc3ccccc3cc2nc1C(F)(F)F	-3%	-3%	7%	4%	6%	-10%	-2%	-28%
65	CCN(CC)CCCNC(=S)Nc1ccc(Br)cc1	13%	-3%	12%	0%	4%	-3%	.	18%
